Screens (PubChem)
FBW7 act – FBW7 E3 ligase activators, primary screen, biochemical, AlphaScreen, human; AlphaScreen FBW7–phospho-cyclin E peptide binding, activator screen; normalized activity (activation), % at 26.1 µM; 650,000 compounds, 0.13% hits; AID 1259310, 2017; in the data active = normalized activity above about 1.9%;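 also: purified mutant Fbw7 with reduced substrate affinity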
Target sequence (Q969H0 whole entry, looked up): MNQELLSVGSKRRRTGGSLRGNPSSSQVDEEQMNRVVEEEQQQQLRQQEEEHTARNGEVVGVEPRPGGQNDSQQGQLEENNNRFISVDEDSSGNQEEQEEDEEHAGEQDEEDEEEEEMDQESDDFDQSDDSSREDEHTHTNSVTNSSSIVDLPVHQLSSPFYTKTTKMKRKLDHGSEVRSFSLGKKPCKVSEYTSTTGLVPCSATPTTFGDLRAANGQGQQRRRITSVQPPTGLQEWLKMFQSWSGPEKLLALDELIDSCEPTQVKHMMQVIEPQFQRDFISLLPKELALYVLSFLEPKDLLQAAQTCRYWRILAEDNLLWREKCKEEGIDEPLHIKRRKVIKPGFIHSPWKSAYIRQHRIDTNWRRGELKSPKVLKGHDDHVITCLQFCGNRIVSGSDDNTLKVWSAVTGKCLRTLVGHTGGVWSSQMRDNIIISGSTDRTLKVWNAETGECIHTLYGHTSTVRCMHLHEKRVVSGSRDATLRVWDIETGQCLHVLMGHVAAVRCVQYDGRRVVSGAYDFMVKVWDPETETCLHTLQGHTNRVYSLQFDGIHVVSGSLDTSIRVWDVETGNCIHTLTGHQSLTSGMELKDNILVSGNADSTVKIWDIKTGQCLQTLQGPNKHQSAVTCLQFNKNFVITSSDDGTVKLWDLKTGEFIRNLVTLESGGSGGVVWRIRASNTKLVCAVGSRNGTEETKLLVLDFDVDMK
MITF inh – MITF inhibitors, primary screen, biochemical, AlphaScreen, human. Microphthalmia-associated transcription factor (Homo sapiens), O75030. AlphaScreen MITF homodimerization, bead proximity signal. inhibition, % at 2.6 µM. 650,000 compounds, 0.91% hits. AID 1259374, 2018; in the data active = inhibition above about 50%;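 also: 0% = vehicle wells with protein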
TEAD-YAP inh – TEAD-YAP interaction inhibition, primary screen, TEAD-YAP interaction inhibitor project, luminescence, HEK-TIYL cells; inhibition, % at 9.12 µM; 640,000 compounds, 1.4% hits; AID 1259422, 2018; TEAD-Gal4/YAP UAS-luciferase luminescence; in the data active = inhibition above about 32%;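 also: 0% = median of test compound wells and 100% = reference inhibitor wells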
GPR151 activ – activators of human GPR151, primary screen, cell-based, PathHunter beta-arrestin, luminescence; activation, % at 11.2 µM; PathHunter beta-arrestin GPR151 cells; AID 1508602, 2020; 650,000 compounds, 1% hits; in the data active = activation above about 4.9%;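 also: 0% = median of compound wells and 100% = cells with positive control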
An asterisk follows results filed as active.

Values run as follows: FBW7 act, MITF inh, TEAD-YAP inh, GPR151 activ
#1 CCC(C)NC(=O)c1c[nH]c2ccc(S(=O)(=O)N3CCc4ccccc4C3)cc2c1=O (stereo unspecified)
  0.0, -3, 12, -0.3
#2 Cc1[nH]n(-c2ccccc2)c(=O)c1/C=N/Nc1ccc([N+](=O)[O-])cc1[N+](=O)[O-]
  -0.1, -6, 0, 1.1
#3 COCCNC(=O)/C(C#N)=C/c1ccc(OCC(C)C)c(OC)c1
  0.3, 11, 3, -0.5
#4 OCCn1c(-c2ccc(Cl)cc2)c(Oc2ccc(Cl)cc2)sc1=Nc1ccccc1
  0.0, 6, -1, -1.4
#5 CC(=O)N1CCc2cc(Br)cc(S(=O)(=O)N3CCN(C4CCCCC4)CC3)c21
  0.0, 7, 5, 2.5
#6 CCC(CC)C(=O)N1CCc2cc(OC)c(OC)cc2C1COc1ccc(OC)cc1 (stereo unspecified)
  0.1, 3, -26, -0.9
#7 O=C1NC(=O)c2c(NC(=O)c3cc(-c4ccccc4)nc4ccccc34)cccc21
  0.0, 8, 6, -0.6
#8 O=C(O)c1ccc2nc(-c3ccccc3)[nH]c2c1
  -0.2, 3, -35, -12
#9 Cc1ccc(-n2nnc(C(=O)OCc3cccc(F)c3)c2C)cc1
  0.0, 10, -17, 2.5
#10 CCOc1nc(Nc2cc(Cl)ccc2OC)nc(OCC)n1
  -0.2, 7, 2, -0.3
#11 CCCOc1ccc(C(=O)Nc2ccc(C(N)=O)cc2)cc1OC
  -0.1, 4, -3, 1.4
#12 CCNc1cc(Nc2cc(OC)c(OC)c(OC)c2)ncn1
  0.0, 15, -1, -2.1
#13 Cn1c(=O)c2c(ncn2CC(=O)Nc2nc(-c3ccccc3)cs2)n(C)c1=O
  0.0, 11, 0, 0.2
#14 Clc1nc2cc3c(cc2nc1N1CCOCC1)OCCO3
  0.0, 19, -32, -1.8
#15 CCOC(=O)C1CCN(S(=O)(=O)c2ccc(F)cc2)CC1
  0.1, -4, -2, 1.3
#16 CCN(CC)S(=O)(=O)c1ccc(C(=O)Nc2nc(-c3ccc(C)c(C)c3)cs2)cc1
  0.0, -5, 13, 0.5
#17 CCc1ccc(N2CC34C=CC(O3)C(C(=O)O)C4C2=O)cc1 (stereo unspecified)
  0.1, 5, 1, -0.3
#18 CC1CCCN(C(=O)Cn2ncc3c2-c2ccccc2OC3)C1 (stereo unspecified)
  0.2, 9, 7, 0.9
#19 COc1cc(NC(=O)COc2ccc(C)cc2Br)cc(OC)c1
  -0.2, 4, -12, 0.4
#20 COc1ccc(C2CC(=O)C3=C(C2)Nc2ccccc2NC3c2ccc(OC(=O)c3cccs3)c(OC)c2)cc1 (stereo unspecified)
  0.1, 5, 4, -0.4
#21 Nc1ccc(-c2nc3ccccc3[nH]2)c(Cl)c1
  -0.1, -1, -26, -1.0
#22 Oc1ccc(Br)cc1CN1CCC(N2CCCCC2)CC1
  -0.6, 46, -1, -0.6
#23 O=C(Cc1ccccc1)Nc1cccc(N2C(=O)c3ccc(C(=O)O)cc3C2=O)c1
  0.1, 23, -4, 1.0
#24 N#Cc1cccc(NC(=O)Nc2cccc(Cl)c2)c1
  0.4, 1, 25, -2.3
#25 Cc1cc(NC(=O)CSc2nc(=O)cc(N)n2-c2ccc(C)c(C)c2)no1
  -0.1, 3, -2, 0.5
#26 COc1cc(/C=N/Nc2nc(C)nc3c2cnn3-c2ccccc2)ccc1O
  0.0, -4, 27, -0.5
#27 COc1cccc2sc(=NC(=O)c3ccc(N(C)C)cc3)n(C)c12
  0.0, -13, -8, -0.2
#28 COCC(C)N1CCC(n2nccc2NC(=O)Nc2ccccc2Cl)CC1 (stereo unspecified)
  0.0, 12, 11, -0.6
#29 COc1ccc(C(C)=O)cc1COC(=O)c1ccc(OC(F)F)c(OC)c1
  0.0, 1, 5, -0.4
#30 CC(Nc1cc(=O)n(C)c(=O)n1C)c1ccccc1 (stereo unspecified)
  0.3, 5, 2, -0.7

Reprinted at random: two records from the list.
Values run as follows: FBW7 act, MITF inh, TEAD-YAP inh, GPR151 activ
#21 Nc1ccc(-c2nc3ccccc3[nH]2)c(Cl)c1
  -0.1, -1, -26, -1.0
#23 O=C(Cc1ccccc1)Nc1cccc(N2C(=O)c3ccc(C(=O)O)cc3C2=O)c1
  0.1, 23, -4, 1.0

Single records, as listed above. Values in the order: FBW7 act, MITF inh, TEAD-YAP inh, GPR151 activ
Shown for Oc1ccc(Br)cc1CN1CCC(N2CCCCC2)CC1 → -0.6, 46, -1, -0.6
Shown for CCN(CC)S(=O)(=O)c1ccc(C(=O)Nc2nc(-c3ccc(C)c(C)c3)cs2)cc1 → 0.0, -5, 13, 0.5
Shown for COc1cc(/C=N/Nc2nc(C)nc3c2cnn3-c2ccccc2)ccc1O → 0.0, -4, 27, -0.5
Shown for CC(Nc1cc(=O)n(C)c(=O)n1C)c1ccccc1 (stereo unspecified) → 0.3, 5, 2, -0.7
Shown for O=C(Cc1ccccc1)Nc1cccc(N2C(=O)c3ccc(C(=O)O)cc3C2=O)c1 → 0.1, 23, -4, 1.0

Continued:
Values run as follows: FBW7 act, MITF inh, TEAD-YAP inh, GPR151 activ
#31 COc1ccc(C(=O)/C=C/c2ccc(-c3ccccc3OC)o2)cc1OC
  -0.2, 2, -1, 1.4
#32 COc1ccc(C2CC(=O)C3=C(C2)Nc2ccccc2NC3c2ccc([N+](=O)[O-])cc2)cc1OC (stereo unspecified)
  -0.2, 4, -5, 0.2
#33 O=C(CCSCc1ccccc1Cl)N1CCN(c2ccccn2)CC1
  -0.3, 8, -15, 0.7
#34 COc1ccc(C(=O)N2CCN(Cc3ccc(C(F)(F)F)cc3)CC2)cc1OC
  -0.2, 51*, 49*, -0.2
#35 Oc1cccc(Nc2nc(-c3ccccc3)cs2)c1
  -0.1, 5, 8, -3.1
#36 COc1ccc(Cl)cc1C(=O)NNC(=O)COc1ccc2c(C)cc(=O)oc2c1
  0.4, 64*, -2, 2.2
#37 CCCSc1nnc2c(n1)OC(c1ccc(C(C)C)cc1)Nc1ccccc1-2 (stereo unspecified)
  -0.1, -15, -48, -0.3
#38 O=C1/C(=C/c2ccccn2)NC(=S)N1c1ccccc1
  -0.1, 15, -37, 1.5
#39 O=C(O)c1ccc(-c2cnn(-c3ccccc3)c2)nc1
  0.1, 3, -9, -9.7
#40 c1ccc(-c2csc3ncnc(N4CCN(c5ccccc5)CC4)c23)cc1
  0.1, 8, 0, 0.3
#41 COc1cc([N+](=O)[O-])ccc1NC(=O)N1CC(C)OC(C)C1 (stereo unspecified)
  0.1, -20, 5, 7.0*
#42 O=c1[nH]c(-c2ccc(-c3ccc(F)cc3)o2)nc2sc3c(c12)CCCC3
  0.3, -2, 0, -0.1
#43 O=C(NCc1ccc(F)cc1)c1cc(=O)c(OCc2ccccc2)c[nH]1
  -0.5, -2, 3, 0.0
#44 COc1ccc(CC2(CO)CCN(S(=O)(=O)c3ccccc3F)CC2)cc1
  0.0, 5, -7, -0.5
#45 O=C(Nc1ccc2[nH]ncc2c1)C1CN(Cc2ccccc2)CC1c1cccc(Cl)c1 (stereo unspecified)
  -0.1, -1, 6, -1.7

[46] Cc1cccc(-c2nc(CS(=O)CC(=O)NC(C)CCc3ccccc3)c(C)o2)c1 (stereo unspecified)
[47] CC(C)CNC(=O)c1c(O)c2cccc3c2n(c1=O)CCC3
[48] COc1cccc(CC2(CO)CCN(C(=O)C3CC(C(C)C)=NO3)CC2)c1 (stereo unspecified)
[49] Cc1cccc(C)c1NC(=O)C1(N(Cc2ccccc2)C(=O)c2ccccc2O)CCC(C(C)(C)C)CC1 (stereo unspecified)
[50] CCN1C(=O)CC(CC(=O)N(C)CCc2cn[nH]c2)(c2cccc(C(F)(F)F)c2)C1=O (stereo unspecified)
[51] CC1(C)O[C@H]2[C@@H](O1)[C@@H](C(=O)Oc1ccc(Cl)cc1)O[C@@H]1OC(C)(C)O[C@@H]12
[52] CCOc1cc(/C=N/Nc2nc3c(c(=O)[nH]c(=O)n3C)n2Cc2ccc(C)cc2)ccc1O
[53] O=C(Oc1cccc2cccnc12)c1ccc(Br)cc1
assay / compound	46	47	48	49	50	51	52	53
FBW7 act	1.1	0.1	0.2	0.1	0.3	0.2	0.1	0.1
MITF inh	14	5	13	7	-12	13	10	-7
TEAD-YAP inh	-8	-5	-12	7	6	-8	16	0
GPR151 activ	-1.6	1.2	-0.8	1.7	-0.3	1.3	-1.1	1.1

[54] O=C(COc1ccccc1)Nc1ccc(Br)cc1
[55] COc1ccccc1Cn1c(SCc2c(F)cccc2F)nc2ccccc2c1=O
[56] C/C(=N/NC(=O)Nc1ccccc1)c1ccc(C)cc1
[57] COc1ccc2oc(=Nc3ccc(OC(F)(F)F)cc3)c(C(N)=O)cc2c1
[58] Cc1nc2cnc(-c3ccco3)cn2c1NC(=O)c1ccco1
[59] CC(C)CC(c1nnnn1C(C)C)N1CCN(C2CCCCC2)CC1 (stereo unspecified)
[60] COc1ccc(NC(=O)COc2ccc([N+](=O)[O-])cc2)cc1
[61] CCC(=O)N1CCN(c2ccccc2NC(=O)Cc2ccccc2)CC1
assay / compound	54	55	56	57	58	59	60	61
FBW7 act	0.1	0.2	-0.5	0.1	0.1	0.0	0.2	0.1
MITF inh	17	17	-4	12	9	3	5	5
TEAD-YAP inh	-41	0	-42	0	-2	12	7	-12
GPR151 activ	-0.6	1.0	-0.4	-0.4	0.4	-0.4	3.5	-0.4

Part of the list above, tab-delimited.
No.	smiles	FBW7 act	MITF inh	TEAD-YAP inh	GPR151 activ
54	O=C(COc1ccccc1)Nc1ccc(Br)cc1	0.1	17	-41	-0.6
55	COc1ccccc1Cn1c(SCc2c(F)cccc2F)nc2ccccc2c1=O	0.2	17	0	1.0

Additional compounds follow:
[62] CCOc1ccc(C2NC(=O)NC(C)=C2C(=O)Nc2ccccc2OC)cc1 (stereo unspecified)
[63] COC(=O)/C(C#N)=C/c1cc(C)n(-c2ccc(I)cc2)c1C
[64] COc1ccc(C(=O)CC(=O)C(=O)NCc2cccc(OC)c2)cc1
[65] Cc1cc(=O)nc2c3ccccc3n(C(C)C(=O)NCc3cccs3)n12 (stereo unspecified)
[66] COc1ccccc1NC(=O)c1c(NCc2ccncc2)sc2c1CCC(C)C2 (stereo unspecified)
[67] CC(C)=C(NC(=O)c1ccccc1)C(=O)N1CCCCC1
[68] CC(=O)c1c(C)[nH]c(C2=NNC(=NCc3ccccc3)SC2)c1C
[69] CC(C)(C)N=C1NN=C(c2cc(F)ccc2F)CS1
assay / compound	62	63	64	65	66	67	68	69
FBW7 act	0.0	-0.1	0.0	-0.1	-0.1	0.8	-0.1	-0.1
MITF inh	49	4	-8	11	-2	30	7	-3
TEAD-YAP inh	7	-5	-12	2	-1	9	10	-11
GPR151 activ	-0.4	0.9	0.2	0.4	1.2	-0.6	0.8	-0.7

[70] CC(C)C(=O)Nc1ccc(S(=O)(=O)NCC2(c3ccccc3)CCOCC2)cc1
[71] CC1CCCC(NC(=O)CCCn2c(=S)[nH]c3ccc(Br)cc3c2=O)C1C (stereo unspecified)
[72] COc1cc(-c2cn[nH]c2)c(F)cc1NC(=O)C1COc2ccccc2C1 (stereo unspecified)
[73] CCN(CC(=O)Nc1ccc(NC(C)=O)cc1)C(=O)c1n[nH]c(=O)c2ccccc12
[74] COC(=O)C1C(=O)C2=C(CC1C)NC(C)=C(C(=O)OCc1ccccc1)C2c1ccc(C)o1 (stereo unspecified)
[75] CCC(C)NC(=O)C1=CCN(S(=O)(=O)c2ccc(F)cc2)CC1 (stereo unspecified)
[76] COc1ccc(C2C3CN(C)CC=C3C(C#N)=C(N)C2(C#N)C#N)cc1 (stereo unspecified)
[77] COc1ccc(C(=O)NCC(=O)OCC(=O)Nc2sc3c(c2C(N)=O)CCC3)cc1
assay / compound	70	71	72	73	74	75	76	77
FBW7 act	0.2	0.1	0.2	0.3	0.0	0.0	0.2	0.0
MITF inh	0	24	18	8	1	-2	15	19
TEAD-YAP inh	-7	-1	22	-3	9	-1	-8	-3
GPR151 activ	5.2*	-0.9	0.2	-0.1	0.5	0.8	0.1	-0.5

[78] CCc1ccc(CN(C(=O)c2ccc(Cl)c([N+](=O)[O-])c2)C2CCS(=O)(=O)C2)cc1 (stereo unspecified)
[79] CCOc1cc(C2Nc3ccccc3-c3nnc(SCC)nc3O2)ccc1OCC(=O)O (stereo unspecified)
[80] O=C(NCCCCCNC(=O)c1ccncc1)c1ccncc1
[81] O=C(/C=C/c1cccc([N+](=O)[O-])c1)Nc1cc(C(=O)O)cc(C(=O)O)c1
[82] CCOc1ccc2c(c1)sc(=NC(=O)CS(=O)(=O)c1ccc(F)cc1)n2C
[83] CCc1cccc(CC)c1-n1c(CNC(=O)c2ccc(C)c(C)c2)n[nH]c1=S
assay / compound	78	79	80	81	82	83
FBW7 act	0.0	-0.1	0.1	0.7	0.2	0.0
MITF inh	4	-7	-4	20	8	0
TEAD-YAP inh	-1	-35	-5	-4	-10	-7
GPR151 activ	-0.9	-1.0	-0.5	3.7	-0.7	0.1
